ALOX12 inh: Primary qHTS assay for inhibitors of human arachidonate 12S-lipoxygenase (ALOX12): Round 2 | Polyunsaturated fatty acid lipoxygenase ALOX12 (Homo sapiens), P18054 | Potency, µM (series often up to 108 µM), for the others: at the top dose activity change, negative = inhibition, most hits filed as inhibitors | purified 12hLO, xylenol orange hydroperoxide absorbance | 580,000 tested, 1.1% active; note: potency is the fitted concentration of half-maximal effect; % is set by controls: 0 for no effect and ±100 for the full control effect
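Hydroperoxide product was detected by ferrous iron/xylenol orange as the 573 to 405 nm absorbance ratio. Arachidonic acid at 40 uM (final) was turned over for 30 min at room temperature by 150 nM human 12hLO, pH 7.0 Hepes buffer, after 15 min compound preincubation.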
BLM helicase inh: qHTS Assay for Inhibitors of Bloom's syndrome helicase (BLM); recombinant BLM DNA unwinding, fluorescence dequenching; Potency, µM (series often up to 56.1 µM), for the others: top-dose activity change, negative = inhibition, most hits filed as inhibitors; 350,000 tested, 0.2% active; AID 2528, 2010;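 note: potency is the fitted concentration of half-maximal effect; plate controls were vehicle for no effect and no enzyme for full effect; nearly all actives have a fitted effect of over 35% in size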
TRHR ag: qHTS for Small Molecule Agonists and Allosteric Enhancers of Human TRH Receptor: Primary Screen for Agonists | TRHR cells, calcium flux fluo-8, FDSS agonist mode | activation, % at 2 µM | Thyrotropin-releasing hormone receptor (Homo sapiens), P34981 | 360,000 tested, 0.18% active; in the data active = activation above about 30%; note: 0% is about no effect
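Read-out: compound-evoked intracellular calcium rise in TRHR cells, fluo-8 dye, kinetic FDSS fluorescence at 1 s/cycle following a 10-cycle baseline. Cells cultured overnight before dye loading (30 min–1.5 h, RT).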
Pol kappa inh: qHTS for Inhibitors of Polymerase Kappa; DNA polymerase kappa (Homo sapiens), Q9UBT6; purified Pol kappa, fluorescent DNA synthesis assay, 10 min; Potency, µM (highest dose often 107 µM), for inactives: at the top dose activity, negative = inhibition, most hits filed as inhibitors; 400,000 tested, 0.53% active; AID 588579, 2011; note: potency is the fitted concentration of half-maximal effect; % is set by controls: 0 for no effect and ±100 for the full control effect
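10 nM Pol kappa was preincubated with compounds for 15 min at room temperature. Reaction started with 50 nM (final) substrate. Fluorescence read kinetically at 0 and 10 min.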
ERG Ets-DNA blk: qHTS for Small Molecule Inhibitors of the ERG Ets/DNA interaction; fluorescence polarization, His-ERG Ets domain / labelled DNA; 370,000 tested, 0.028% active; Potency, µM (titrated, usually from 76.9 µM), inactives show at the highest dose FP activity, negative = inhibition, most hits filed as inhibitors; Transcriptional regulator ERG (Homo sapiens), P11308; active = well fitted inhibition curve with a large enough effect in the polarisation, with a control signal flat; inconclusive = small, poorly fitted or top-dose-only effect, or effect the other way, or a change in a side signal; inactive = no such curve, though single readings can be large or run the other way; the % refers to the polarisation;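 note: polarization taken with two DNA probes labelled with fluorescein and Texas red; potency is the fitted concentration of half-maximal effect; % of control where 0% means no effect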
Target sequence (P11308 whole entry, looked up, the tested form may be a part): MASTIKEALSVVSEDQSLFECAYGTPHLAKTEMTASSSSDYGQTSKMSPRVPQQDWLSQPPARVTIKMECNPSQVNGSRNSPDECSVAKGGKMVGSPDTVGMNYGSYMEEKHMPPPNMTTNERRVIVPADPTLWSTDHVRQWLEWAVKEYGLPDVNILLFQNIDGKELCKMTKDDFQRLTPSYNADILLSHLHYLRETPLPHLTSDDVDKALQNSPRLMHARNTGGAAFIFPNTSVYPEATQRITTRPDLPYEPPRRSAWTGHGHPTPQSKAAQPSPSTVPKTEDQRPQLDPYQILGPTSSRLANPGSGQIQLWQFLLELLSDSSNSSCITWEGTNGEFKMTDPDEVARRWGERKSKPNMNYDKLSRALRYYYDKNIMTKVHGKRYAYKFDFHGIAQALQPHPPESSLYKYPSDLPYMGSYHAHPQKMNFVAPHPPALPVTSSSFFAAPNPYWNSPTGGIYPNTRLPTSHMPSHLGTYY
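His-tagged ERG Ets domain (1 uM in the protein solution; 300mM KCl, 50mM Tris-HCl, 1mM EDTA, 1mM DTT, pH 7.5) received compound, then a probe mix of 5 nM fluorescein-DNA and 100nM Texas-615-DNA. Fluorescence polarization was read for both dyes.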
Apoferritin bind: qHTS Assay for Identification of Novel General Anesthetics. 350,000 tested, 0.074% active. Potency, µM (highest dose often 77.5 µM), without a hit: at the top dose activity change, negative = displacement, most hits filed as inhibitors. Ferritin light chain (Equus caballus), P02791. apoferritin/1-aminoanthracene competitive binding, fluorescence; note: potency is the fitted concentration of half-maximal effect; % is set by controls: 0 for no effect and ±100 for the full control effect; nearly all actives have a fitted effect of over 20% in size
Target sequence (P02791 2-175 limits assumed): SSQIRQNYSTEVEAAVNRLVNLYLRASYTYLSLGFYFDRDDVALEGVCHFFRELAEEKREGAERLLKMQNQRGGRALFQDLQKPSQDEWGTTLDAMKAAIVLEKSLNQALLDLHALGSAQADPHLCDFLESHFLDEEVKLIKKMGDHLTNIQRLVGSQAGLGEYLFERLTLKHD
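Horse-spleen apoferritin (10 uM) was mixed with 50% saturated 1-aminoanthracene in PBS, exposed to compounds for 10 min at room temperature, and read for fluorescence (ex 380 nm, em 535 nm). Competitive displacement was fitted with a four-parameter Hill equation.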
APE1 inh: qHTS Assay for Inhibitors of the Human Apurinic/apyrimidinic Endonuclease 1 (APE1). recombinant APE1, TAMRA/BHQ-2 abasic DNA cleavage fluorescence. 350,000 tested, 0.35% active. Potency, µM (titrated, usually from 65.8 µM), inactives show at the highest dose activity change, negative = inhibition, usual class: inhibitors. AID 2517, 2012. DNA repair nuclease/redox regulator APEX1 (Homo sapiens), P27695;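 note: potency is the fitted concentration of half-maximal effect; plate controls were vehicle for no effect and reference inhibitor for full effect; nearly all actives have a fitted effect of over 55% in size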
Target sequence (P27695 whole entry, looked up): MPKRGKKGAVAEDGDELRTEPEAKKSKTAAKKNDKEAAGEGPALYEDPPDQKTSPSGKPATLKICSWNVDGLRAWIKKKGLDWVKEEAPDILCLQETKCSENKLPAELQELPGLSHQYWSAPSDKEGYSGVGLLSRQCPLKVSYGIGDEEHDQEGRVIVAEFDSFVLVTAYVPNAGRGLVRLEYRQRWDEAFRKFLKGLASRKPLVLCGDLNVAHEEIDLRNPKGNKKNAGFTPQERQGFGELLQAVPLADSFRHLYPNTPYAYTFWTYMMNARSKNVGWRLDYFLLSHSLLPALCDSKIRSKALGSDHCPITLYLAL
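Endonuclease cleavage of a quenched abasic-site DNA duplex (50 nM) by APE1 (0.75 nM) was tracked by TAMRA dequenching. Compounds were preincubated with enzyme 15 min at room temperature; data normalized to buffer-only and DMSO wells plus NSC13755 control.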
Pol iota inh: qHTS for Inhibitors of Polymerase Iota; 390,000 tested, 1% active; DNA polymerase iota (Homo sapiens), Q9UNA4; Potency, µM (doses to about 115 µM), inactives show at the top dose activity, negative = inhibition, hits mostly inhibitors; Pol iota fluorescent replication assay, 10 min; note: potency is the fitted concentration of half-maximal effect
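Fluorescent replication assay read twice, at 0 min and 10 min after adding 50 nM (final) substrate. Enzyme (10 nM) and compounds were first incubated 15 min at room temperature; enzyme-free buffer wells were negative controls.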
Pol beta inh: qHTS Assay for Inhibitors of DNA Polymerase Beta; P06746; Pol beta primer extension/strand displacement, fluorescence kinetic; Potency, µM (doses to about 114 µM), for inactives: top-dose activity change, negative = inhibition, hits mostly inhibitors; 340,000 tested, 1.3% active; note: potency is the fitted concentration of half-maximal effect; % is set by controls: 0 for no effect and ±100 for the full control effect
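Human Pol beta at 10 nM; strand-displacement substrate 50 nM final. Compound exposure 15 min at room temperature before start, reaction 10 min at room temperature.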
Numbers without * were called inactive; i = inactive; ? = inconclusive; nt = not tested or not shown; [ ] = dose if it differs, or a comment. Unless noted, calls come from the whole dose curve; as a rule, active = well fitted curve in the direction sought with a large enough effect; inconclusive = small, poorly fitted or top-dose-only effect, or another doubt; inactive = no such curve, though single readings can be large; an effect the other way counts as inactive or inconclusive.

SMILES	ALOX12 inh	BLM helicase inh	TRHR ag	Pol kappa inh	ERG Ets-DNA blk	Apoferritin bind	APE1 inh	Pol iota inh	Pol beta inh
Nc1c(Br)cc(Br)c2c1C(=O)c1c(cccc1S(=O)(=O)O)C2=O	-29%	nt	nt	-26%	17%	nt	nt	?	nt
Cc1ccc(-n2c(C)nc3oc4ccccc4c(=O)c3c2=O)cc1	-20%	0%	-0.6	?	5%	-11%	4%	?	40µM*
O=C(COC(=O)c1ccc(S(=O)(=O)NCc2ccco2)cc1)Nc1ncc(Cl)cc1Cl	-7%	-7%	-0.8	-11%	22%	-5%	-1%	64%[activator]	?
COc1ccc(N2CCN(C(=O)CCc3ccccc3)CC2)cc1	-1%	-2%	-1.1	11%	11%	-5%	36%	18%	-5%
CCOC(=O)N1CCN(C(=O)c2ccc3nc(C)sc3c2)CC1	?	-1%	0.5	-1%	4%	-5%	-2%	9%	5%
CC(C)CN(CC(C)C)S(=O)(=O)c1cc([N+](=O)[O-])ccc1N1CCCCCC1	?	-2%	0.8	-5%	-6%	-22%	-5%	6%	-2%
CC1CCCCC1NS(=O)(=O)CCNC(=O)c1ccc2c(c1)OCO2 (centres undefined)	4%	nt	-0.6	-11%	10%	nt	-7%	14%	nt
COc1ccc(C2C(C(=O)N3CCOCC3)CCC(=O)N2c2ccc(OC)cc2)cc1 (centres undefined)	0%[57.4 µM]	0%	-0.9	-1%	2%	-10%	-7%	8%	11%
CCSc1nc2c([nH]c3ccccc32)c(=O)n1C	1%	0%	0.2	-7%	9%	-4%	-1%	11%	21%
CCOc1ccccc1NC(=O)c1ccc(CN2CCc3ccccc3C2)cc1	-9%	-4%	0.1	-13%	5%	-5%	-3%	149%[activator]	4%
CCCNC(=O)Cn1cnc2sc(C(=O)Nc3cc(OC)c(OC)c(OC)c3)c(C)c2c1=O	-13%	-7%	0.7	-12%	-15%	?	1%	-9%	1%
O=C(CN1c2cccc3cccc(c23)S1(=O)=O)N1CCOCC1	-16%	-2%	0.1	-10%	0%	-1%	1%	-9%[58.9 µM]	22%
C=CCc1cc(/C=C2/NC(=O)N(CC)C2=O)cc(OCC)c1OCc1ccc(C(=O)O)cc1	7%	-4%	-0.1	-9%	5%	-2%	-1%	-14%	19%
Cc1ccc(NCN2C(=O)C(=O)c3ccccc32)nc1	-7%	-4%	1.1	0%	0%	-10%	0%	18%	7%
COc1ccc(-c2nnn(CC(=O)N3CCN(c4ccccc4OC)CC3)n2)cc1OC	1%	-2%	-0.7	-6%	2%	-14%	6%	164%[activator]	5%
COc1cc(C2CC(=O)c3cnc(NC(C)=O)nc3C2)cc(OC)c1OC (centres undefined)	2%	0%	-0.1	-3%	-5%	-5%	6%	12%	-1%
C/C(=N\OCC(=O)OCC(=O)NC(=O)c1ccc(OC(F)F)cc1)c1ccc2c(c1)OCO2	-24%	nt	0.2	-2%	18%	nt	43%[activator]	33%[activator]	nt
CC(OC(=O)c1ccc2c(=O)n3c(nc2c1)CCC3)C(=O)NC1CCCCC1C (centres undefined)	-3%	-8%	-0.6	4%	-5%	-6%	10%	15%	-9%
COc1cccc(N=c2oc3ccccc3cc2-c2nc3ccccc3[nH]2)c1	?	-4%	0.6	-10%	5%	105%[activator]	-5%	?	1%
Cc1cc(/C=C(\C#N)C(=O)NC2CC2)c(C)[nH]1	-17%	2%	0.5	-7%	2%	-10%	14%	-7%	3%
COc1cc(OC)c(NC(=O)CCNS(=O)(=O)c2ccc3c(c2)CC(C)N3C(C)=O)cc1Cl (centres undefined)	13%	1%	-0.4	4%	-3%	-2%	56%[activator]	24%	26%
O=C1C=CC(=O)N1c1ccc(Sc2ccc([N+](=O)[O-])cc2)cc1	nt	-5%	-0.1	nt	nt	-12%	0%	nt	0%
Cc1nn(C)cc1CNC(=O)C1C2CCC(O2)C1C(=O)O (centres undefined)	nt	-6%	0.7	nt	nt	-6%	0%	nt	0%
O=C(NCc1ccccc1)N1CCn2c(nc3ccccc32)C1	-3%	1%	0.0	-18%	-4%	13%	12%	-3%[58.9 µM]	-9%
Cc1oc(-c2ccccc2F)nc1CSCC(=O)NCc1ccccc1	-21%	0%	0.2	-8%	-3%	-15%	nt	10%	-10%

A different layout for two compounds above:
| SMILES | ALOX12 inh | BLM helicase inh | TRHR ag | Pol kappa inh | ERG Ets-DNA blk | Apoferritin bind | APE1 inh | Pol iota inh | Pol beta inh |
| --- | --- | --- | --- | --- | --- | --- | --- | --- | --- |
| Nc1c(Br)cc(Br)c2c1C(=O)c1c(cccc1S(=O)(=O)O)C2=O | -29% | nt | nt | -26% | 17% | nt | nt | ? | nt |
| Cc1ccc(-n2c(C)nc3oc4ccccc4c(=O)c3c2=O)cc1 | -20% | 0% | -0.6 | ? | 5% | -11% | 4% | ? | 40µM* |

Marked active in Pol beta inh, among the entries above:
molecule | ALOX12 inh | BLM helicase inh | TRHR ag | Pol kappa inh | ERG Ets-DNA blk | Apoferritin bind | Pol iota inh | Pol beta inh
Cc1ccc(-n2c(C)nc3oc4ccccc4c(=O)c3c2=O)cc1 | -20% | 0% | -0.6 | ? | 5% | -11% | ? | 40µM*

As entered above.
C/C(=N\OCC(=O)OCC(=O)NC(=O)c1ccc(OC(F)F)cc1)c1ccc2c(c1)OCO2 in APE1 inh → 43%[activator]
Cc1oc(-c2ccccc2F)nc1CSCC(=O)NCc1ccccc1 in TRHR ag → 0.2

(cont.)
SMILES	ALOX12 inh	BLM helicase inh	TRHR ag	Pol kappa inh	ERG Ets-DNA blk	Apoferritin bind	APE1 inh	Pol iota inh	Pol beta inh
CCCC(=O)Nc1cc(=O)n(C)c(=O)n1C	17%	4%	0.3	19%	9%	-7%	1%	45%[activator]	8%
C[n+]1c(/C=C/c2ccc(O)cc2)ccc2ccccc21	35µM*	0%	1.3	-29%	-16%	-5%	27%	?	16µM*
O=C(NCCO)C(F)(F)C(F)(F)C(F)(F)OC(F)(C(=O)NCCO)C(F)(F)F (centres undefined)	2%	-4%	0.2	-4%	nt	-6%	1%	9%	23%
Fc1ccccc1Cc1noc(CN(Cc2ccccn2)CC2CCCO2)n1 (centres undefined)	21%	-1%	0.0	-2%	-16%	-11%	2%	60%[activator]	1%
C=CCn1cccc(C(=O)Nc2ccc(F)cc2)c1=O	6%	0%	-0.2	8%	1%	-3%	-3%	3%	33%
O=C(Nc1cccc(S(=O)(=O)N2CCOCC2)c1)c1cnccn1	-10%	1%	-0.2	9%	-2%	-6%	8%	31%[activator]	45%[activator]
O=C(CCc1ccccn1)N1CCCC(Nc2ccc(F)cc2)C1 (centres undefined)	11%	1%	-0.8	1%	-2%	?	-14%	-5%	7%
CC(C)c1ccc(NS(=O)(=O)c2cn(C)c(=O)n(C)c2=O)cc1	48%[activator]	-2%	0.5	12%	3%	-1%	0%	26%	-1%
COc1ccc(NC(=O)CN2C(=O)C3(SCC(=O)N3c3ccccc3)c3ccccc32)cc1Cl (centres undefined)	-8%	-9%	-1.4	-14%	1%	7%	nt	?	-6%
Cc1cnc(CNc2ccnc(-c3ccoc3)n2)cn1	?	-5%	nt	-1%[60.1 µM]	nt	nt	-1%	nt	nt
COc1ccc(-c2cnc(OC(C)(C)C)nc2OC(C)(C)C)cc1OC	-22%	1%	0.1	-15%	0%	-14%	-3%	-18%	11%
CSc1nnnc2ccccc12	-1%	nt	nt	-8%	1%	nt	nt	44%[activator]	nt
O=C(C1CCCCC1)N1CCC(c2nc3ccccc3[nH]2)CC1	6%	-2%	-0.8	0%	4%	-12%	1%	-9%[58.9 µM]	0%
CCc1nnc(NC(=O)[C@@H](NC(=O)c2cccc(C)c2)C(C)C)s1	-3%	-1%	47*	-7%	2%	0%	-1%	14%	18%[57.1 µM]
Cc1ccc(S(=O)(=O)Nc2ccc3c(c2)nc(CN2CCCC2)n3C)cc1	i	3%	1.4	5%	-4%	-21%	6%	0%	-12%
O=C1C(=O)N(CCN2CCOCC2)C(c2cccc(Cl)c2)/C1=C(/O)c1ccc2c(c1)OCO2 (centres undefined)	?	-6%	0.3	-3%	3%	-12%	41%	-2%	-1%
O=C(CC1Oc2ccccc2NC1=O)NCCCN1CCN(Cc2ccccc2)CC1 (centres undefined)	nt	8%	-0.7	-8%	-4%	-10%	-1%	?	23%
CCC(C)C(=O)Nc1nc(C)c(-c2csc(Nc3ccc(Cl)cc3)n2)s1 (centres undefined)	?	-8%	0.2	-10%	-5%	-11%	10%	17%	6%

Three entries picked at random from the list so far:
SMILES	ALOX12 inh	BLM helicase inh	TRHR ag	Pol kappa inh	ERG Ets-DNA blk	Apoferritin bind	APE1 inh	Pol iota inh	Pol beta inh
CCc1nnc(NC(=O)[C@@H](NC(=O)c2cccc(C)c2)C(C)C)s1	-3%	-1%	47*	-7%	2%	0%	-1%	14%	18%[57.1 µM]
O=C1C(=O)N(CCN2CCOCC2)C(c2cccc(Cl)c2)/C1=C(/O)c1ccc2c(c1)OCO2 (centres undefined)	?	-6%	0.3	-3%	3%	-12%	41%	-2%	-1%
CC(C)c1ccc(NS(=O)(=O)c2cn(C)c(=O)n(C)c2=O)cc1	48%[activator]	-2%	0.5	12%	3%	-1%	0%	26%	-1%

Only part of the results is shown. The share of hits here may be higher or lower than overall.
